GC-A act: GC-A stimulated cGMP production enhancers – HEK293 GC-A cells, cGMP TR-FRET, EC30 ANP, primary screen; AID 1671463, 2021; Atrial natriuretic peptide receptor 1 (Homo sapiens), P16066; 0% at EC30 ANP, 100% saturating ANP; 370,000 compounds, 0.14% hits; activation, % at 10 µM; in the data active means activation above about 40%
ARFGAP1 inh: inhibitors of rat ARFGAP1 GAP activity, primary screen, biochemical, fluorescence polarization, GDP tracer; ADP-ribosylation factor GTPase-activating protein 1 (Rattus norvegicus), Q62848; Arfgap1-stimulated ARF1 GTP hydrolysis, GDP FP detection; inhibition, % at 16.5 µM; 360,000 compounds, 0.26% hits; AID 651572, 2012;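 active means inhibition above a per-plate limit, mean inhibition of low control wells plus 3 SD, cut at about 25% in these data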;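 further: 0% = DMSO wells with enzyme and 100% = wells lacking Arfgap1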
Target sequence (Q62848 1-136 limits assumed): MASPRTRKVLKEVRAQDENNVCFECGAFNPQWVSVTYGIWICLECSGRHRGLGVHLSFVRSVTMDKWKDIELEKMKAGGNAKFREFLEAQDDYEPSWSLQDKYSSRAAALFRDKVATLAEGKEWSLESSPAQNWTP
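Material: rat Arfgap1 GAP domain (His6, aa 1-136), purified enzyme. Also added: human ARF1(Δ1-17)-GTP substrate. Compound dosing: 16.5 µM single point, 1.26% DMSO. Timing: enzyme reaction 120 min at 25 °C after 20 min preincubation. Signal: GDP detection by fluorescence polarization. Read-out basis: percent inhibition of GAP-stimulated GDP formation, scaled between DMSO and no-Arfgap1 medians.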
rCAG RNA binder: binders of r(CAG) RNA repeats, primary screen, biochemical, fluorescence; r(CAG) RNA repeat, TO-PRO-1 dye displacement fluorescence; inhibition, % at 3 µM; 370,000 compounds, 1.3% hits; AID 651821, 2012;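 active means inhibition above the plate cutoff, the mean of all test compounds on that plate plus 3 SD, cut at about 35% in these data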;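 further: 0% = DMSO alone and 100% = 100 µM mitoxantrone as full dye displacement; higher means more dye released from RNA so lower well fluorescence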
DDE Tn6 FP inh: inhibitors of Tn6 peptide binding to fibrin DD(E), primary screen, biochemical, fluorescence polarization, human fibrin, Tn6 probe; inhibition, % at 8.3 µM; Fibrin DD(E) TRITC-Tn6 fluorescence polarization displacement; 370,000 compounds, 0.21% hits; Fibrinogen beta chain (Homo sapiens), P02675;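 active means inhibition above a per-campaign cutoff: mean of compounds within control limits plus 3 SD, cut at about 15% in these data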;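 further: 0% = median of all compound wells on the plate and 100% = blocking peptide control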
ADAM10 inh: human ADAM10 inhibitors, primary screen, biochemical, QFRET, HTS. AID 720582, 2013. inhibition, % at 7 µM. recombinant ADAM10, EDANS/DABCYL FRET peptide cleavage, 3 h. Disintegrin and metalloproteinase domain-containing protein 10 (Homo sapiens), O14672. 370,000 compounds, 0.62% hits;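 active means inhibition above a per-campaign cutoff equal to the mean of compounds falling between control-based bounds plus 3 SD, cut at about 20% in these data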;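 further: 0% = DMSO wells while the 100% control is not disclosed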
HGIII-sPLA2 inh: human group III sPLA2 inhibitors, primary screen, biochemical, QFRET, BODIPY PC-A2 liposome substrate; Group 3 secretory phospholipase A2 (Homo sapiens), Q9NZ20; QFRET BODIPY PC-A2 liposome hydrolysis, fluorescence; inhibition, % at 12.2 µM; 370,000 compounds, 0.56% hits; AID 743126, 2013;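 active means inhibition above mean plus 3 SD of compounds lying within the high and low control bounds, cut at about 19% in these data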;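 further: 0% = median of test compound wells and 100% = no enzyme DMSO wells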
KLK7 zymogen act: proKLK7 zymogen activators, primary screen, biochemical, fluorescence intensity; Kallikrein-7 (Homo sapiens), P49862; purified proKLK7, EDANS-DABCYL substrate fluorescence; 100% is mature enzyme control, 0% vehicle; activation, % at 7 µM; 370,000 compounds, 0.9% hits;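 active means activation above the mean of all tested compounds plus 3 SD, computed per campaign excluding outliers beyond control limits, cut at about 13% in these data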
Target sequence (P49862 whole entry, looked up): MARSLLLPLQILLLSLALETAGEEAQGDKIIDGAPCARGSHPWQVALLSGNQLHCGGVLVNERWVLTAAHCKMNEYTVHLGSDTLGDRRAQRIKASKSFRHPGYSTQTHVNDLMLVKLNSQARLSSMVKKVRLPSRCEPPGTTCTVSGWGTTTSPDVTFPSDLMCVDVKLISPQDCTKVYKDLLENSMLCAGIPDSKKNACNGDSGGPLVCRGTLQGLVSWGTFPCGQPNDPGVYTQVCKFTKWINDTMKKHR
GAA850 FXN act: FXN promoter activators, primary screen, cell-based, luciferase luminescence, HEK293 lucGAA850 | HEK293 lucGAA850 FXN promoter luciferase reporter, 24 h; percent of 10 µM SAHA response | activation, % at 6 µM | 360,000 compounds, 0.56% hits | AID 540364, 2011;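 active means activation above the average of all compounds screened plus 3 SD, cutoff fixed separately per campaign, cut at about 7.5% in these data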;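 further: 0% = DMSO wells and 100% = 10 µM SAHA wells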
ASAP1 GAP inh: inhibitors of human ASAP1 ArfGAP activity, primary screen, biochemical, fluorescence polarization | ASAP1-stimulated ARF1 GTP hydrolysis, GDP FP detection | inhibition, % at 16.5 µM | 360,000 compounds, 0.19% hits | AID 624377, 2012; in the data active means inhibition above about 25%;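 further: 0% = vehicle with enzyme and substrate and 100% = no enzyme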
Target sequence (Q9ULH1 325-724 limits assumed): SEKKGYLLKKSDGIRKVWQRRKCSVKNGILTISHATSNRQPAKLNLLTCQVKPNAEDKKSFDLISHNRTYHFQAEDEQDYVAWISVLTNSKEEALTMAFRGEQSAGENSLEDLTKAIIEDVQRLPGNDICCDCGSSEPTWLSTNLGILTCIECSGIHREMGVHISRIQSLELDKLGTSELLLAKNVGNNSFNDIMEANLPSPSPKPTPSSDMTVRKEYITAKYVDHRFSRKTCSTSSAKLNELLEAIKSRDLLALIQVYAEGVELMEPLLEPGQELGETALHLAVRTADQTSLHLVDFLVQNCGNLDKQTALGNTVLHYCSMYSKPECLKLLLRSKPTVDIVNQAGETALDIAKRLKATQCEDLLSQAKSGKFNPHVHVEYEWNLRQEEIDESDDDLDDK
NPR2 activator: human GC-B receptor activators, primary screen, HEK293 GC-B cells, cGMP TR-FRET, EC30 CNP. 0% at EC30 CNP, 100% saturating CNP. activation, % at 10 µM. 370,000 compounds, 0.11% hits. Atrial natriuretic peptide receptor 2 (Homo sapiens), P20594;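 active means activation at 10 µM reaching about 35% in either raw or pattern-adjusted values, limit read from the data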
Active calls of the source: *.

For COC(=O)c1cc2c(s1)-c1ccccc1CC2 the results were GC-A act -3, ARFGAP1 inh -2, rCAG RNA binder -4, DDE Tn6 FP inh 1, ADAM10 inh -315, HGIII-sPLA2 inh 10, KLK7 zymogen act -13, GAA850 FXN act 2.5, ASAP1 GAP inh -7 and NPR2 activator -4.
Screening CCNc1cc(N2CCN(S(=O)(=O)c3ccc4c(c3)CCCC4)CC2)ccc1[N+](=O)[O-] returned GC-A act -4, ARFGAP1 inh 10, rCAG RNA binder 4, DDE Tn6 FP inh 2, ADAM10 inh -2, HGIII-sPLA2 inh 2, KLK7 zymogen act -0.1, GAA850 FXN act 3.2, ASAP1 GAP inh 2 and NPR2 activator 0.
CC(CN1CCN(C)CC1)OC(=O)c1ccccc1Cl (stereo not given) was read as GC-A act -1, ARFGAP1 inh -5, rCAG RNA binder -3, DDE Tn6 FP inh -1, ADAM10 inh -5, HGIII-sPLA2 inh -1, KLK7 zymogen act -0.1, GAA850 FXN act 0.1, ASAP1 GAP inh -2 and NPR2 activator -4.
For CC(=O)NC(CC(=O)OC(C)C(=O)Nc1ccc(Cl)cn1)c1ccccc1 (stereo not given) the results were GC-A act 5, ARFGAP1 inh 11, rCAG RNA binder -6, DDE Tn6 FP inh -5, ADAM10 inh -17, HGIII-sPLA2 inh 6, KLK7 zymogen act -0.6, GAA850 FXN act -1.8, ASAP1 GAP inh 10 and NPR2 activator -2.
For CCOc1cnc(C(=O)NNC(=O)c2ccccc2Br)o1 the results were GC-A act 2, ARFGAP1 inh 1, rCAG RNA binder 1, DDE Tn6 FP inh -4, ADAM10 inh -7, HGIII-sPLA2 inh 9, KLK7 zymogen act 0.5, GAA850 FXN act 0.5, ASAP1 GAP inh -8 and NPR2 activator 3.
Cc1cc2nc(-c3nnnn3-c3c(C)cccc3C)c(=O)[nH]c2cc1C was read as GC-A act -4, ARFGAP1 inh -7, rCAG RNA binder 8, DDE Tn6 FP inh -11, ADAM10 inh -102, HGIII-sPLA2 inh -7, KLK7 zymogen act -13, ASAP1 GAP inh 11 and NPR2 activator -1.
O=[N+]([O-])c1cc(Cl)ccc1-c1nc(-c2ccncc2)no1 was read as GC-A act 46*, ARFGAP1 inh 0, rCAG RNA binder 2, DDE Tn6 FP inh 3, ADAM10 inh -1, HGIII-sPLA2 inh -3, KLK7 zymogen act 0.2, GAA850 FXN act 3.7, ASAP1 GAP inh -1 and NPR2 activator -2.
`COC(=O)[C@@H]1C[C@H]2CC[C@H](O)C[C@H]2N1Cc1ccc(C)s1` gave GC-A act 1, ARFGAP1 inh -7, rCAG RNA binder 0, DDE Tn6 FP inh 0, ADAM10 inh 9, HGIII-sPLA2 inh 7, KLK7 zymogen act 0.4, GAA850 FXN act 0.5, ASAP1 GAP inh -11 and NPR2 activator -4.
C=CCOc1cccc(/C=N/NC(=O)C(=O)NCc2ccco2)c1 was read as GC-A act 1, ARFGAP1 inh 1, rCAG RNA binder -8, DDE Tn6 FP inh -3, ADAM10 inh 6, HGIII-sPLA2 inh 11, KLK7 zymogen act 0.6, GAA850 FXN act 2.5, ASAP1 GAP inh -8 and NPR2 activator 7.
`CNC(=O)N1CCN(C(=O)NC)CC1` gave GC-A act 6, ARFGAP1 inh 1, rCAG RNA binder -2, DDE Tn6 FP inh 3, ADAM10 inh 7, HGIII-sPLA2 inh -2, KLK7 zymogen act 0.3, GAA850 FXN act -0.9, ASAP1 GAP inh -7 and NPR2 activator 3.
O=C(c1ccccc1)c1ccc(C(=O)N2CCN(c3ccc(F)cc3)CC2)o1 was read as GC-A act -1, ARFGAP1 inh -9, rCAG RNA binder -3, DDE Tn6 FP inh -10, ADAM10 inh -7, HGIII-sPLA2 inh -7, KLK7 zymogen act 0.1, GAA850 FXN act -1.4, ASAP1 GAP inh -2 and NPR2 activator 0.
For Cc1ccccc1C(=O)NC(CC(C)C)C(=O)OCc1cc(=O)n2cc(Br)ccc2n1 (stereo not given) the results were GC-A act 2, ARFGAP1 inh 8, rCAG RNA binder -5, DDE Tn6 FP inh 1, ADAM10 inh -25, HGIII-sPLA2 inh 0, KLK7 zymogen act 0.2, GAA850 FXN act 6.1, ASAP1 GAP inh 6 and NPR2 activator 5.
`CC(C)Oc1cccc(C(=O)C2CCCN(C(=O)c3ccsc3)C2)c1` (stereo not given) gave GC-A act -1, ARFGAP1 inh 5, rCAG RNA binder -5, DDE Tn6 FP inh 3, ADAM10 inh 2, HGIII-sPLA2 inh 9, KLK7 zymogen act 0.6, GAA850 FXN act 1.5, ASAP1 GAP inh 12 and NPR2 activator 2.
For CC(C)C1Nc2ccc(C(=O)NCc3ccco3)cc2NC1=O (stereo not given) the results were GC-A act 7, ARFGAP1 inh 4, rCAG RNA binder 4, DDE Tn6 FP inh -10, ADAM10 inh -137, HGIII-sPLA2 inh -4, KLK7 zymogen act 0.0, GAA850 FXN act 0.3, ASAP1 GAP inh 0 and NPR2 activator 4.
Screening CC(C)CNC(=O)C1CCN(c2ccc(S(=O)(=O)N3CCOCC3)cc2Cl)CC1 returned GC-A act 4, ARFGAP1 inh 3, rCAG RNA binder -1, DDE Tn6 FP inh 0, ADAM10 inh 0, HGIII-sPLA2 inh -5, KLK7 zymogen act -0.4, GAA850 FXN act 4.5, ASAP1 GAP inh -5 and NPR2 activator 6.
`COc1ccccc1C=NN=Cc1ccccc1OC` gave GC-A act -3, ARFGAP1 inh -3, rCAG RNA binder 0, DDE Tn6 FP inh -4, ADAM10 inh -14, HGIII-sPLA2 inh 4, KLK7 zymogen act 0.4, GAA850 FXN act -1.1, ASAP1 GAP inh -2 and NPR2 activator -6.
For CN(CC(=O)Nc1cccc(F)c1)C(=O)c1cn(-c2ccccc2)nc1-c1ccccc1 the results were GC-A act 1, ARFGAP1 inh 14, rCAG RNA binder 5, DDE Tn6 FP inh -4, ADAM10 inh 7, HGIII-sPLA2 inh -21, KLK7 zymogen act 0.1, GAA850 FXN act -0.3, ASAP1 GAP inh 12 and NPR2 activator 4.
CN(CC(=O)NC1CCCCC1)S(=O)(=O)c1cccc2cccnc12 was read as GC-A act -2, ARFGAP1 inh -12, rCAG RNA binder 1, DDE Tn6 FP inh -1, ADAM10 inh -4, HGIII-sPLA2 inh 5, KLK7 zymogen act 0.9, GAA850 FXN act -0.5, ASAP1 GAP inh 10 and NPR2 activator -10.
`CCCCNC(=O)Nc1ccc2c(c1)N(C)C(=O)c1ccccc1S2` gave GC-A act 1, ARFGAP1 inh 14, rCAG RNA binder 2, DDE Tn6 FP inh -9, ADAM10 inh -2, HGIII-sPLA2 inh -14, KLK7 zymogen act 0.2, GAA850 FXN act 0.2, ASAP1 GAP inh 4 and NPR2 activator 0.
O=C(O)c1cccc(S(=O)(=O)Nc2ccccc2Cl)c1 was read as GC-A act 4, ARFGAP1 inh -8, rCAG RNA binder 2, DDE Tn6 FP inh 6, ADAM10 inh 5, HGIII-sPLA2 inh 1, KLK7 zymogen act 0.1, GAA850 FXN act 4.2, ASAP1 GAP inh -3 and NPR2 activator -6.

The list goes on; the last three above are carried over.
CN(CC(=O)NC1CCCCC1)S(=O)(=O)c1cccc2cccnc12 was read as GC-A act -2, ARFGAP1 inh -12, rCAG RNA binder 1, DDE Tn6 FP inh -1, ADAM10 inh -4, HGIII-sPLA2 inh 5, KLK7 zymogen act 0.9, GAA850 FXN act -0.5, ASAP1 GAP inh 10 and NPR2 activator -10.
`CCCCNC(=O)Nc1ccc2c(c1)N(C)C(=O)c1ccccc1S2` gave GC-A act 1, ARFGAP1 inh 14, rCAG RNA binder 2, DDE Tn6 FP inh -9, ADAM10 inh -2, HGIII-sPLA2 inh -14, KLK7 zymogen act 0.2, GAA850 FXN act 0.2, ASAP1 GAP inh 4 and NPR2 activator 0.
O=C(O)c1cccc(S(=O)(=O)Nc2ccccc2Cl)c1 was read as GC-A act 4, ARFGAP1 inh -8, rCAG RNA binder 2, DDE Tn6 FP inh 6, ADAM10 inh 5, HGIII-sPLA2 inh 1, KLK7 zymogen act 0.1, GAA850 FXN act 4.2, ASAP1 GAP inh -3 and NPR2 activator -6.
For COc1ccccc1OCCCCNC(C)(C)C the results were GC-A act 1, ARFGAP1 inh 5, rCAG RNA binder 1, DDE Tn6 FP inh 4, ADAM10 inh -13, HGIII-sPLA2 inh -1, KLK7 zymogen act -0.3, GAA850 FXN act 1.9, ASAP1 GAP inh -13 and NPR2 activator 0.
COC(=O)[C@@]12CCCCN1[C@H](c1ccc(-c3ccc(C(C)=O)cc3)cc1)[C@@H]1C(=O)N(C)C(=O)[C@@H]12 was read as GC-A act -2, ARFGAP1 inh 5, rCAG RNA binder -1, DDE Tn6 FP inh 7, ADAM10 inh -4, HGIII-sPLA2 inh -6, KLK7 zymogen act 0.5, GAA850 FXN act -0.2, ASAP1 GAP inh -1 and NPR2 activator 2.
O=C(O)c1cccc(S(=O)(=O)Nc2cccc3ccccc23)c1 was read as GC-A act -3, ARFGAP1 inh -10, rCAG RNA binder 0, DDE Tn6 FP inh -2, ADAM10 inh 5, HGIII-sPLA2 inh -5, KLK7 zymogen act -0.1, GAA850 FXN act -0.8, ASAP1 GAP inh -5 and NPR2 activator 4.
Screening COC(=O)CCC(=O)N1CCc2cc(S(=O)(=O)N3CCN(c4ccccc4Cl)CC3)ccc21 returned GC-A act -4, ARFGAP1 inh 4, rCAG RNA binder 4, DDE Tn6 FP inh -6, ADAM10 inh 1, HGIII-sPLA2 inh -1, KLK7 zymogen act 0.0, GAA850 FXN act 3.7, ASAP1 GAP inh 13 and NPR2 activator -1.
Screening CCCn1c2ccccc2c2nnc(SCCN3CCOCC3)nc21 returned GC-A act 3, ARFGAP1 inh 4, rCAG RNA binder -4, DDE Tn6 FP inh -1, ADAM10 inh 8, HGIII-sPLA2 inh 0, KLK7 zymogen act 0.0, GAA850 FXN act 3.3, ASAP1 GAP inh 15 and NPR2 activator 8.
Screening COc1ccccc1Nc1nc2ccc(C)cc2n2cnnc12 returned GC-A act 1, ARFGAP1 inh 19, rCAG RNA binder 8, DDE Tn6 FP inh 1, ADAM10 inh -4, HGIII-sPLA2 inh 1, KLK7 zymogen act 0.9, GAA850 FXN act 2.6, ASAP1 GAP inh 0 and NPR2 activator 2.

Assay outcomes as filed in PubChem BioAssay.
